# Bioassay records deposited in PubChem BioAssay by several laboratories.
# PolyA inhibitor – blocks polyadenylation in yeast reporter cells; S. cerevisiae SKY197-pL101 polyadenylation reporter, beta-gal luminescence; efflux-impaired pdr1/pdr3 knockout yeast; score 100 = 6 SD above DMSO; calls only at 12 µM; 300,000 tested, 0.02% active; AID 1875;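 active = lowest replicate activity score at least 50, where 100 means six control SD above control mean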;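 note: yeast exposed to compound for 9 h at 30 °C; higher score means more reporter readthrough which indicates perturbed polyadenylation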
# AI-2 QS modul – modulators of Vibrio harveyi AI-2 quorum sensing system | Vibrio harveyi JMH597 AI-2 luminescence/OD600 ratio, 9 h; hits give low values; strain lacks LuxN and CqsS sensors; 0 = neutral-control median | AID 2094 | activity change, % at 7.5 µM | 300,000 tested, 0.4% active; in the data active = activity change below about -75%, passing the limit was not always enough;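 note: luminescence divided by OD600 gain over 9 h not by final OD600 alone; inactives centre near 13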
# IEC-6 tox – IEC-6 cytotoxicity, counter-screen for KLF5 inhibitors; inhibition, % at 5 µM; AID 1825; luminescence viability; 290,000 tested, 0.78% active; in the data active = inhibition above about 22%;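 note: 0% = plate median of test compound wells and 100% = cytotoxic reference compound wells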
# GSK3 alpha inh – human GSK-3 alpha kinase inhibition. inhibition, % at 10 µM. 320,000 tested, 0.1% active. ADP-Glo luminescence, 60 min. AID 2650;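 in the data active = inhibition above about 50%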;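 note: GST-tagged GSK-3 alpha with peptide substrate and 25 µM ATP; 0% = DMSO neutral wells and 100% = GW8510 positive control wells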
# Target sequence (P49840 whole entry, looked up): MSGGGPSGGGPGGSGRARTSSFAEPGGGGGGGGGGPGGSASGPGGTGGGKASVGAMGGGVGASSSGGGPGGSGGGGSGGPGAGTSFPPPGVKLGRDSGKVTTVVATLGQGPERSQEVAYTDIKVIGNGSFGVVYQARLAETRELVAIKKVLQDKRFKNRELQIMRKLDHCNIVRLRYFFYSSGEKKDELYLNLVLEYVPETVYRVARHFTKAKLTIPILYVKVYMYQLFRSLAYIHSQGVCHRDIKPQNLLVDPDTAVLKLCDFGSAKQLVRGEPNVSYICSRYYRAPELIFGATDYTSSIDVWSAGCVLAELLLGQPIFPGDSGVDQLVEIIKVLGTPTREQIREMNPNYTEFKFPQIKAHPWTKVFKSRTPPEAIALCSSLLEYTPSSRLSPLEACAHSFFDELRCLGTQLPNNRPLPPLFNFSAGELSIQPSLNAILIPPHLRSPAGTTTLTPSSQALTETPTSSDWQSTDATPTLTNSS
# aSyn 5UTR inh – MLPCN primary screen, SNCA 5' untranslated region | AID 1813 | 300,000 tested, 0.82% active | inhibition, % (tested at 7.5 µM) | alpha-synuclein 5'UTR reporter, inhibitor activity; in the data active = inhibition above about 60%;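 note: H4 neuroglioblastoma cells stably carrying SNCA 5'UTR luciferase fusion; 0% = DMSO wells and 100% = positive control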
# HSF-1 act – increases HSF-1 driven luciferase reporter signal; NIH3T3-HGL HSF-1 luciferase reporter, MG132, 8 h; 100% = twice DMSO control signal; activation, % at 9 µM; 300,000 tested, 1.7% active; AID 504408;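 active = mean replicate activation of at least 50% with a set share of replicates each reaching 50%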;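 note: 0% = median of the neutral control wells and 100% = twice that signal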
# HSF1 inh – HSF1 inhibition | NIH3T3-HGL HSE-luciferase, MG132-induced, luminescence 8 h; hits give low values | activity change, negative = inhibition, % at 7.5 µM (by protocol) | 300,000 tested, 0.77% active | AID 2098;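 active = more than half of replicate wells show activity change below -50%, luminescence cut by over half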;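 note: luciferase reports HSF-1 transcriptional activity via heat shock element; 0% = median of DMSO wells and -100% = zero luminescence signal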
# KLF5 inh – kruppel-like factor 5 inhibition | 290,000 tested, 0.23% active | AID 1700 | DLD-1 KLF5 promoter-luciferase reporter, luminescence | inhibition, % at 5 µM;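 active = inhibition above a per-plate limit of that plate's mean compound inhibition plus 3 SD, cut at about 60% in these data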;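 note: 0% = DMSO wells and 100% = LY294002 at 200 µM; higher means less KLF5 promoter-driven luciferase light; inactives centre near -14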
# HSP90 inh – blocks HSP90-mediated luciferase refolding in reticulocyte lysate | 290,000 tested, 0.91% active | inhibition, % at 5.6 µM | Rabbit reticulocyte lysate, luciferase refolding luminescence, 3 h | AID 1789;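 active = inhibition above the screen-wide mean plus 3 SD, computed separately per campaign, cut at about 16% in these data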;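 note: 0% = DMSO wells and 100% = 60 µM geldanamycin wells; inhibitors lower the luminescence because luciferase stays unfolded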
# GSK3beta inhib – blocks human GSK3beta kinase activity. P49841. AID 2097. GST-GSK3beta kinase, ADP-Glo luminescence, 60 min; hits give low values. 300,000 tested, 0.038% active. activity score (negative = inhibition), % at 10 µM;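 active = more than half of replicate wells score below -50%, meaning over 50% inhibition versus plate controls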;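 note: 0% = median DMSO wells and -100% = median GW8510 positive control wells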
# Target sequence (P49841 whole entry, looked up): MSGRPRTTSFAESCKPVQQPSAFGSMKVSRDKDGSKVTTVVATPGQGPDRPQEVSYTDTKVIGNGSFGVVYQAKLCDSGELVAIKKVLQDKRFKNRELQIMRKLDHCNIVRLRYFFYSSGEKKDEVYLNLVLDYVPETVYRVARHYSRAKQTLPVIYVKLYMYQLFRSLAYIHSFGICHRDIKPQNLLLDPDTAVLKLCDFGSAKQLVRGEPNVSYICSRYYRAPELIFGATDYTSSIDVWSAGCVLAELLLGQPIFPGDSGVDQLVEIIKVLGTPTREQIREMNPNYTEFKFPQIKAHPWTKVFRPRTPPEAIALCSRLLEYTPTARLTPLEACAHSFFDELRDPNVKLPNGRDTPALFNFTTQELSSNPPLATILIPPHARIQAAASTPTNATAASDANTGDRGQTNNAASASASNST
#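 Test system – GST-tagged human GSK3beta kinase, cell-free · Incubation – 60 min enzyme reaction, room temperature · Signal – ADP-Glo luminescence · Also added – peptide substrate and ATP at 25 µM · Controls – DMSO neutral wells and GW8510 at 20 µM as positive · Buffer or medium – Tris/MgCl2 kinase buffer · Measure – Luminescence-derived activity versus plate DMSO and GW8510 wells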
# The depositor's hits bear a star; i = inactive; / = not tested or not shown. An excerpt; rates above refer to the full screens.
SMILES,PolyA inhibitor,AI-2 QS modul,IEC-6 tox,GSK3 alpha inh,aSyn 5UTR inh,HSF-1 act,HSF1 inh,KLF5 inh,HSP90 inh,GSK3beta inhib
COc1ccc(Cn2c(-c3ccccc3)nc3c(c(=O)c4ccccc4n3C)c2=O)cc1,i,20,-3,6,-4,-16,-5,3,1,-5
Cc1ccc(CNC(=O)CCS(=O)(=O)c2ccc3c(c2)CC(C)N3C(=O)C2CC2)cc1 (stereo unspecified),i,33,15,1,7,-7,-4,20,-2,-1
COc1cccc(C(=O)Nc2cccc(C(=O)N3CCOCC3)c2)c1,i,37,-8,-2,5,11,13,-20,2,0
O=S(=O)(Cc1ccccc1)N1CCN(Cc2ccc(F)cc2Cl)CC1,i,5,6,-1,-33,9,2,-17,-2,0
CCc1nn(C(C)C(=O)N2CCc3ccccc3C2)c(=O)c2cc3occc3n12 (stereo unspecified),i,15,-4,-2,3,9,8,-7,1,-4
O=C(O)c1ccc(/C=N\Nc2ccccn2)cc1,i,3,/,15,-79,12,3,/,/,-13
O=C(O)COc1ccccc1/C=C1\SC(=S)N(c2cccnc2)C1=O,i,34,6,1,8,-7,1,-16,3,1
O=C(CSc1nnc(-c2ccncc2)n1-c1ccc(Cl)cc1)Nc1ccc(C(=O)O)cc1,i,16,-8,3,19,0,-8,2,-1,3
Cc1ccc(NC(=O)C2CCCN(S(=O)(=O)c3ccc(-n4cnnn4)cc3)C2)cc1 (stereo unspecified),i,19,-1,-3,21,15,0,9,-2,3
COc1cccc(C(=O)Nc2nnc(C(C)C)s2)c1,i,16,5,4,-15,25,9,-179,22*,2
Cn1c(C(=O)OC(C(=O)NC2CCCCC2)c2cccnc2)cc2sccc21 (stereo unspecified),i,15,-2,2,16,14,3,-18,-3,-2
COc1ccc(CC(=O)NCCc2cnc[nH]2)cc1,i,2,2,-2,4,8,-4,3,-3,-2
O=C1CC(c2cccc([N+](=O)[O-])c2)c2c(ccc3ccccc23)N1 (stereo unspecified),i,12,16,6,23,53*,25,11,1,2
C=CCn1c(CSc2nc3ccccc3s2)nnc1SCC(=O)NCc1ccco1,i,8,-4,-3,-2,16,2,-37,0,5
CSc1ncc(CN2CCCC(C(=O)c3ccc(C(C)(C)C)cc3)C2)cn1 (stereo unspecified),i,39,-4,-4,-88,24,13,-20,0,1
Cc1cccn2c(=O)c(/C=C(\C#N)S(=O)(=O)c3ccccc3)c(N3CCN(c4ccccc4)CC3)nc12,i,16,-2,1,-3,0,-3,-11,10,3
CCCC(=O)Nc1ccc(S(=O)(=O)N2CCOCC2)cc1,i,17,3,1,21,16,10,1,5,9
O=[N+]([O-])c1nn(-c2ccc3c(c2)OCCO3)n(O)c1=NCc1ccc(F)cc1,i,63,-6,-2,-124,54*,23,-47,3,0
Cc1c2c(nc3ccccc13)CCC(C(C)(C)C)C2 (stereo unspecified),i,27,-2,-2,-116,57*,33,-25,-1,-1
COc1ccc(N2CCN(C(=O)Cc3csc(NC(=O)Nc4ccccc4OC)n3)CC2)cc1,i,18,/,-3,19,8,6,/,/,0
Cc1ccccc1OCCOc1ccc([N+](=O)[O-])cc1/C=N/n1cnnc1,i,19,4,/,-14,3,7,-1,-6,-3
CCOc1ncnc2c1sc1nc(C)cc(C)c12,i,-8,1,-1,-22,32,3,-33,3,12
CCC(=O)c1ccc(OCC(=O)OCC(=O)c2cc(C)n(C3CC3)c2C)cc1,i,4,/,0,-10,1,-8,/,/,3
CC(C)Cc1nc2n[nH]c(N)c2c2c1COC(C)(C)C2,i,20,-3,-1,54,-6,-2,9,7,1
C(=N\n1cnnc1)/c1ccc2c(c1)OCO2,i,10,2,-2,-3,-25,-4,-8,0,-4

# (list continues)
SMILES,PolyA inhibitor,AI-2 QS modul,IEC-6 tox,GSK3 alpha inh,aSyn 5UTR inh,HSF-1 act,HSF1 inh,KLF5 inh,HSP90 inh,GSK3beta inhib
COc1cccc(C2=NN(C(=O)c3ccco3)C(O)(C(F)(F)F)C2)c1 (stereo unspecified),i,10,10,4,-21,/,/,-5,2,5
COC(=O)c1ccc(NC(=O)c2ccc3c(c2)OCO3)cc1,i,4,-2,1,-144,28,16,-29,0,1
COCCN1CCN(C(=O)C2CCC(=O)N(Cc3ccc(Cl)cc3)C2)CC1 (stereo unspecified),i,17,1,15,-11,8,6,12,0,4
Cc1cc(NC(=O)CCC(=O)N(CC(=O)NCC2CCCO2)Cc2ccc(F)cc2)no1 (stereo unspecified),i,4,-4,0,-12,-7,1,-8,1,4
Cc1ccc(CCNC(=O)C2CCN(S(=O)(=O)N3CCC4(CC3)OCCO4)CC2)cc1,/,/,1,-3,/,/,/,-5,-1,/
O=C(CNC(=O)c1ccccc1Cl)NC1CCN(Cc2ccccc2)CC1,i,8,-4,-1,8,9,-1,-4,1,-3
COc1ccccc1NC(=O)N1CCCC1C(=O)Nc1ccc2c(c1)OCO2 (stereo unspecified),i,6,-5,0,-6,-20,-5,-14,-3,-1
Cc1nc(C(=O)N2CCC(n3nccc3NC(=O)Nc3ccccc3Cl)CC2)cs1,i,19,-2,3,9,3,-7,5,2,0
COC(=O)c1c(NC(NC(C)=O)C(Cl)(Cl)Cl)sc2c1CCCC2 (stereo unspecified),i,10,-1,-3,-25,17,1,-9,-5,2
Cn1c(C(=O)NN)cc2cc(Oc3ccccc3)ccc21,i,39,-2,-2,24,3,-4,-14,3,-3
COc1cc(OC)c(OC)cc1CCC(C)NC(=O)Cc1ccccc1 (stereo unspecified),i,12,-6,-4,9,-2,-6,-17,1,-5
O=C(O)Cn1nnnc1SCC(=O)Nc1ccc(OC(F)(F)F)cc1,i,21,3,-2,5,44,7,-37,1,1
CCOC(=O)c1ccccc1NC(=O)CN(c1cccc(OC)c1)S(C)(=O)=O,i,22,2,0,10,27,2,27,2,-1
Cc1nc(-c2ccccc2)nc2[nH]c(=O)n(-c3ccccc3)c(=O)c12,i,-2,-4,2,-93,5,28,-77,4,-1
O=C(/C=C/c1ccc(F)cc1)N1CC[C@@]2(O)CCCC[C@H]2C1,i,12,4,-1,20,-10,-7,-27,0,-4
COc1ccc(C2c3ccc4ccccc4c3Oc3ncn(CCCN(C)C)c(=N)c32)cc1 (stereo unspecified),i,7,5,13,90*,5,-9,-14,2,-11
COc1ccc(NC(=O)NCc2cccnc2)cc1OC,/,23,-1,-8,8,/,/,-12,-4,1
CCn1cc(C(=O)NCCCN2CCC(C)CC2)c(=O)c2cc(S(=O)(=O)N3CCCC3)ccc21,i,19,9,2,-5,32,7,-3,3,3
CSCCC(NS(=O)(=O)c1ccc2c(c1)OCCO2)C(=O)N(C)Cc1ccc(C)cc1 (stereo unspecified),i,23,0,4,9,-2,-1,-21,-5,4
CS(=O)(=O)N(CC(=O)Nc1ccccc1Cl)c1ccc(Cl)cc1,i,9,-1,0,-10,-16,-7,-34,0,1
Cc1nc2ccc([N+](=O)[O-])cc2c(=O)n1Cc1ccccc1Br,i,11,-4,1,8,-10,-3,-24,1,4
O=C(CN1CCC(C(=O)c2cccc(Cl)c2)CC1)Nc1ccc(C(=O)O)cc1,i,29,3,1,6,/,/,-9,0,2
CCCCC(c1nnnn1CC1CCCO1)N1CCN(c2nc3ccccc3s2)CC1 (stereo unspecified),/,35,-3,/,/,/,/,-7,4,0
COc1ccc2cc(C(=O)O)n(CC(=O)c3ccccc3)c2c1,i,29,-3,-1,8,2,-9,1,-2,2
Cc1ccc(C(=O)N2CCN(c3ccc(NC(=O)c4ccc5c(c4)OCCO5)cc3)CC2)cc1,i,12,4,-2,30,-6,0,-12,1,0

# Next part
SMILES,PolyA inhibitor,AI-2 QS modul,IEC-6 tox,GSK3 alpha inh,aSyn 5UTR inh,HSF-1 act,HSF1 inh,KLF5 inh,HSP90 inh,GSK3beta inhib
COCCNC(=O)/C(C#N)=C/c1cn(CC(=O)NCc2ccco2)c2ccccc12,i,33,3,-2,6,-9,1,-20,0,-5
O=C(CN1CCN(Cc2ccccc2)CC1)Nc1ccc(Br)cc1,i,14,-2,0,3,-26,-11,-19,1,0
CN(CC(=O)NCCc1ccc(F)cc1)Cc1cccs1,i,21,-2,-4,-30,-1,4,0,2,3
N#CC1=C(Nc2ccccc2Cl)SC(c2ccccc2O)NC1=O (stereo unspecified),i,29,1,6,-12,16,3,-28,4,-5
COc1ccc(C(=O)N/N=C(\C)CC(=O)Nc2ccc(N(C)C)cc2)c(OC)c1,i,0,-4,1,27,12,2,-21,-2,1
Cc1cc(C)c(C)c(S(=O)(=O)NCc2ccc(C(=O)N3CCCC3)cc2)c1C,i,6,0,-1,-1,5,-3,1,-1,1
Cc1ccccc1-c1nc2cc(N)ccc2o1,i,16,1,0,-123,12,21,-87,7,2
COc1cc(OC)cc(C(=O)N[C@H](C(=O)Nc2nnc(C3CC3)s2)C(C)C)c1,i,8,-18,-4,-9,-36,-10,-14,1,4
O=c1c2ccccc2oc2nc(-c3ccco3)n(-c3ccccc3)c(=O)c12,i,22,4,/,-251,42,25,-81,-1,-5
CN(C1CCCCC1)S(=O)(=O)c1ccc(S(=O)(=O)N2CCN(CCC#N)CC2)cc1,i,18,3,/,-2,10,-5,-32,1,-3
COc1ccccc1CNC(=O)CCC(=O)Nc1nnc(C(C)C)s1,i,10,-1,/,-1,17,2,-13,3,3
CCOC(=O)COc1ccc(/C=C2/C(=O)NN(c3ccc(F)cc3)C2=O)cc1OC,i,-4,4,-1,-33,-13,-1,-4,1,-1
O=C(NCc1c(O)ccc2ccccc12)c1ccccc1,i,5,-7,10,16,3,4,-13,-2,0
CC(Nc1ccccc1CO)C(=O)Nc1cccc(Cl)c1Cl (stereo unspecified),i,14,0,-2,38,0,1,-1,-1,1
O=C(COC(=O)c1cc(S(=O)(=O)N2CCCCC2)ccc1N1CCOCC1)NC1CCS(=O)(=O)C1 (stereo unspecified),i,46,-6,-3,-11,-5,-1,-15,1,4
Cc1cc(C)nc(NS(=O)(=O)c2ccc(NC(=S)NC(=O)C(C)C)cc2)n1,i,5,0,4,0,9,-8,-17,0,1
COc1cccc(C(=O)OC2CCCN(C)C2)c1 (stereo unspecified),i,-10,-2,-1,-2,6,2,-28,1,-7
CC(C)c1nc2ccc(Br)cn2c1NC1CCCC1,i,-1,-1,0,-7,8,8,-37,-4,2
O=C(N/N=C/c1cc2c(cc1Cl)OCO2)c1ccccn1,i,9,-2,-2,-92,29,18,-119,-3,2
COc1ccccc1OCCCCN1CCCCC1,i,-3,2,0,8,-3,1,3,0,-1
CCOC(=O)c1cnc(-n2[nH]c(C)c(Cc3ccccc3)c2=O)[nH]c1=O,i,11,-4,-2,-4,-10,-2,4,-2,0
